PREPL inh: PREPL enzyme inhibitors, primary screen, biochemical, fluorescence polarization; Prolyl endopeptidase-like (Homo sapiens), Q4J6C6; recombinant PREPL, fluorescence polarization activity-based probe; inhibition, % at 5.96 µM; 320,000 tested, 0.68% active; AID 2751, 2010; in the data active = inhibition above about 43%;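 note: 0% = enzyme with DMSO and 100% = wells lacking enzyme; many of its hits are not listed in these tables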
PAFAH2 inh: PAFAH2 enzyme inhibitors, primary screen, biochemical, fluorescence polarization, human; recombinant PAFAH2, FP-rhodamine activity probe; 340,000 tested, 0.99% active; inhibition, % at 3.39 µM; Platelet-activating factor acetylhydrolase 2, cytoplasmic (Homo sapiens), Q99487;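 active = inhibition above the mean over all tested compounds plus 3 SD, cut at about 30% in these data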;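 note: inhibitors block probe labeling of enzyme so polarization drops; 0% = enzyme with DMSO and 100% = wells lacking PAFAH2 protein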
pPAFAH FP inh: pPAFAH enzyme inhibitors, primary screen, biochemical, fluorescence polarization, human | Platelet-activating factor acetylhydrolase (Homo sapiens), Q13093 | recombinant pPAFAH, FP-rhodamine probe fluorescence polarization | inhibition, % at 3.39 µM | 330,000 tested, 1.5% active | AID 463082, 2010;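 active = inhibition above the mean inhibition across the screen plus 3 SD, cut at about 25% in these data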;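 note: inhibitors block binding of the rhodamine activity-based probe so polarization drops; 0% = enzyme with DMSO and 100% = wells lacking pPAFAH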
Target sequence (Q13093 whole entry, looked up): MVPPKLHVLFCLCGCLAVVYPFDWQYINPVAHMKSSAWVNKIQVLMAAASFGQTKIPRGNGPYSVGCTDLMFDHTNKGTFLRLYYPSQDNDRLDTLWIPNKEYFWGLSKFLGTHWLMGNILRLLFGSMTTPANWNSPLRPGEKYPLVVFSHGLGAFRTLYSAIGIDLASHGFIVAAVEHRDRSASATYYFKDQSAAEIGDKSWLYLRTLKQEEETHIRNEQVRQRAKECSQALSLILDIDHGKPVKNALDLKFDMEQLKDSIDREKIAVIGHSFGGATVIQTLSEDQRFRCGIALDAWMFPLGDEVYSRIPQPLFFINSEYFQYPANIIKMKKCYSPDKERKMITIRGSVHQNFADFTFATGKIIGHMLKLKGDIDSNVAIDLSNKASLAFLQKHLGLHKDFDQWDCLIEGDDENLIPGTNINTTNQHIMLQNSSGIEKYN
PAFAH1B2 FP inh: PAFAH1B2 enzyme inhibitors, primary screen, biochemical, fluorescence polarization, human. Platelet-activating factor acetylhydrolase IB subunit alpha2 (Homo sapiens), P68402. recombinant PAFAH1B2, FP-rhodamine activity probe. inhibition, % at 3.39 µM. 340,000 tested, 1.2% active. AID 492953, 2010;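 active = inhibition above the mean of all tested compounds plus 3 SD, cut at about 24% in these data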;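 note: 0% = enzyme with DMSO and 100% = wells lacking PAFAH1B2; many of its hits are not listed in these tables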
EBNA-1 inhibitor: EBNA-1 DNA-binding inhibitors, primary screen, biochemical, fluorescence polarization; 300,000 tested, 0.34% active; inhibition, % at 14.8 µM; AID 1950, 2009; in the data active = inhibition above about 28%
LYPLA2 inh: LYPLA2 inhibitors, primary screen, counter-screen for PME1 inhibitor project, biochemical, fluorescence polarization, FP-Rh probe ABPP; recombinant LYPLA2; inhibition, % at 5.9 µM; 320,000 tested, 0.38% active; AID 2177, 2009;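 active = inhibition above the screen-wide mean plus 3 SD, limit set per campaign, cut at about 26% in these data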;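 note: 0% = LYPLA2 with DMSO and 100% = wells lacking LYPLA2 enzyme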
ZTA counter: ZTA (EBV) inhibition in EBNA-1 counter-screen | inhibition, % at 11 µM | ZTA-DNA binding, fluorescence polarization | 320,000 tested, 0.15% active | P03206; in the data active = inhibition above about 33%
Target sequence (P03206 whole entry, looked up): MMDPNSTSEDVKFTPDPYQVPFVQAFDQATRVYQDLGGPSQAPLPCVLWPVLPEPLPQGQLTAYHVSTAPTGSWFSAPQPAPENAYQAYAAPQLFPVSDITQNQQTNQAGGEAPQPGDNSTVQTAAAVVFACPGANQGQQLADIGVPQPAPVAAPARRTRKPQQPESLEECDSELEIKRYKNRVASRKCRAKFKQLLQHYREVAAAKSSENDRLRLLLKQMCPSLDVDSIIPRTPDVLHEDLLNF
LYPLA1 inh: LYPLA1 inhibitors, primary screen, counter-screen for PME1 inhibitor project, biochemical, fluorescence polarization, FP-Rh probe ABPP. Acyl-protein thioesterase 1 (Homo sapiens), O75608. inhibition, % at 5.9 µM. AID 2174, 2009. 320,000 tested, 0.16% active. recombinant LYPLA1;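 active = inhibition above the mean of all tested compounds plus 3 SD, set per campaign, cut at about 14% in these data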;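 note: inhibitors block serine hydrolase probe labeling of LYPLA1 so polarization falls; 0% = enzyme with DMSO and 100% = wells lacking LYPLA1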
Target sequence (O75608 whole entry, looked up): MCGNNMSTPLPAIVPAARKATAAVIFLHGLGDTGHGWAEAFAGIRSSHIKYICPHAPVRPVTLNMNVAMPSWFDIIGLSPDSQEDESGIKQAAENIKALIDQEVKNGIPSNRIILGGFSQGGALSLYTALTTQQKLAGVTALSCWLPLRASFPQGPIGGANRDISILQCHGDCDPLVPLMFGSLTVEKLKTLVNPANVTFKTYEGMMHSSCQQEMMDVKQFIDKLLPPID
PAFAH1B3 inh: PAFAH1B3 enzyme inhibitors, primary screen, biochemical, fluorescence polarization, human; Platelet-activating factor acetylhydrolase IB subunit alpha1 (Homo sapiens), Q15102; recombinant PAFAH1B3, FP-rhodamine probe; inhibition, % at 3.39 µM; 340,000 tested, 0.28% active;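 active = inhibition above the screen-wide average of all tested compounds plus 3 SD, cut at about 25% in these data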;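 note: 0% = enzyme with DMSO only and 100% = wells lacking PAFAH1B3 protein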
Active calls of the source: *; . = not tested or not shown. A portion of the library (hit frequency here may not be typical).

Every second line gives: PREPL inh, PAFAH2 inh, pPAFAH FP inh, PAFAH1B2 FP inh, EBNA-1 inhibitor, LYPLA2 inh, ZTA counter, LYPLA1 inh, PAFAH1B3 inh
[1] N/C(=N\OC(=O)c1ccc(Cl)cc1Cl)c1ccccc1
→ 9.7, -4.7, -7.2, 12.2, -14.0, -3.9, -4.2, 1.5, 2.6
[2] COc1cc(C)nc(SCC(N)=O)n1
→ -1.0, 3.6, -1.0, 2.6, -5.5, 10.4, -1.4, -0.2, 7.7
[3] COc1ccc(N2CCN(C(=O)C(Cc3ccccc3)n3cccc3)CC2)cc1 (centres undefined)
→ 2.8, 12.7, -0.1, 1.9, -4.8, 0.4, -9.9, -0.7, -9.3
[4] COc1ccc(NC(=O)CC(NCCc2ccccc2)C(=O)O)c(OC)c1 (centres undefined)
→ -2.4, 5.7, 3.7, 3.0, 10.5, -1.5, 2.1, -0.5, 13.0
[5] Cc1ccc(S(=O)(=O)N2CCCC(C(=O)NCc3cccnc3)C2)cc1Cl (centres undefined)
→ -1.1, 1.8, 4.4, 1.7, -6.8, 0.7, 3.8, 0.4, -0.1
[6] O=C1CCCN2N=C(SCC(=O)Nc3nccs3)SC2=N1
→ 2.1, -1.0, 0.2, 3.7, -2.3, -3.1, 7.1, -4.7, 10.8
[7] CC1=C(C(=O)OCc2ccccc2)C(c2ccc(C#N)cc2)NC(=O)N1CCCC(=O)O (centres undefined)
→ 8.8, -2.1, 3.2, 7.7, 3.1, -2.6, 4.6, -0.9, 1.1
[8] Cc1cc(NC(=O)c2ccc(Cl)cc2Cl)no1
→ -4.4, 0.4, 12.0, 7.8, 5.1, 2.1, 18.6, 0.9, 1.6
[9] O=C(Nc1c(F)cccc1F)c1ccc2c(c1)CCN2S(=O)(=O)c1ccccc1
→ -12.3, -4.4, 5.3, 0.4, 5.9, -7.6, 11.1, -2.5, 2.0
[10] O=C(CC1C(=O)NCCN1Cc1cccc(C(F)(F)F)c1)NC1CCCCCC1 (centres undefined)
→ 1.4, 4.1, 10.5, 6.6, -2.6, -6.1, -1.3, -4.8, -5.2
[11] Cc1nn(C)c(=O)n1-c1ccc(OCc2ccccc2)cc1
→ 11.1, -4.7, 5.0, 0.4, -5.7, -0.1, -13.4, -3.4, -1.9
[12] CC(=O)N/C(=C\c1ccccc1)C(=O)N1CCOCC1
→ -7.6, -5.8, -10.1, 4.3, 1.6, -7.3, -9.6, -4.5, 5.2
[13] CCC(=O)Nc1ccc(N2CCCCC2)c(C(=O)Nc2ccc(OC)cc2)c1
→ 8.7, 1.2, 14.5, -2.8, -4.4, 0.4, -12.7, -2.1, 1.9
[14] Cc1ccc(C(=O)COC(=O)CCC(=O)NC2CCCCC2)cc1[N+](=O)[O-]
→ 11.6, -6.3, 5.6, 0.4, 2.3, 3.3, 0.6, 0.1, -8.3
[15] CC1Cc2cc(S(=O)(=O)N3CCCCC3C)ccc2N1C(=O)C1CCC1 (centres undefined)
→ -5.5, 10.6, 4.3, -1.6, -0.6, 1.9, 1.8, 0.7, 5.7
[16] CC1=CC2=NC(=O)CC(C)(C(=O)N(CC(=O)NC(C)C)C3CCCC3)N2C=C1 (centres undefined)
→ 13.1, ., -7.8, ., -2.1, -4.8, -2.3, -6.0, .
[17] CCOc1ccc(NC(=O)CS(=O)(=O)c2cn(CC)c3ccccc23)cc1
→ -17.3, -13.7, 7.3, -2.9, -3.0, 8.0, 11.0, 3.3, -6.8
[18] Cc1ccc(-n2c(SCC(=O)NCc3ccco3)nnc2-c2cccnc2)cc1
→ 3.7, -3.2, 6.7, 6.8, -17.9, 1.6, -16.3, 5.7, -4.7
[19] COC(=O)c1ccc(NC(=O)N2CCOCC2)cc1
→ 6.2, -2.0, -10.3, -2.7, -12.6, -1.4, -8.7, -0.2, -1.2
[20] CCOc1ccc(NC(=O)C2CCN(C(=O)N3CCOc4ccccc43)CC2)cc1
→ 2.8, -3.7, 9.0, 4.2, -0.3, 0.7, -6.6, -3.2, -4.8
[21] O=C(COc1cccc(F)c1)NNC(=O)c1cccc(-n2cccc2)c1
→ 5.1, 0.2, 15.4, -3.7, 10.8, 1.4, 0.2, 0.1, 4.6
[22] CCCNC(=O)c1ccccc1NC(=O)c1ccc(CSc2ccccc2)cc1
→ -19.3, -46.6, -15.2, 10.2, 10.6, -54.6, 13.0, -24.7, -20.4
[23] CC(C)C(NC(=O)OC(C)(C)C)C(=O)NC(CCC(=O)OCc1ccccc1)C(N)=O (centres undefined)
→ 9.8, -1.6, 6.5, 2.0, 2.4, -3.8, -6.1, -1.3, 7.7
[24] Cc1cc(=O)nc2c3ccccc3n(C(C)C(=O)Nc3cc(F)ccc3F)n12 (centres undefined)
→ 2.9, 2.9, 0.6, -0.6, 10.6, -2.4, 13.5, -2.3, 1.7
[25] CCc1nnc(NC(=O)Cc2sc(C)nc2-c2ccc(C)cc2)s1
→ -2.9, 9.4, 1.4, -4.2, 4.8, 0.5, 1.3, 1.8, 10.9
[26] CCN(CC)C(=O)c1c(NC(=O)c2ccccc2)sc(C)c1C
→ -1.8, 4.2, 7.6, -2.0, 9.0, 5.6, 3.2, 4.7, 2.0
[27] Nc1sc2c([n+]1CCCS(=O)(=O)[O-])CCCC2
→ -0.2, -6.6, -7.1, -1.5, -14.8, -5.9, -14.2, -9.6, 8.1
[28] O=C(CCn1nc(-c2ccccc2)c2ccccc2c1=O)Nc1cccnc1
→ -12.5, -4.3, 3.0, 0.8, 2.3, -0.2, -16.4, 0.1, 7.5
[29] O=C(Nc1cccc2c1N(C(=O)c1ccco1)CCC2)c1ccco1
→ 15.8, 6.9, -0.7, 4.4, -5.3, -3.2, 2.7, -0.3, 4.9
[30] COc1ccc(/C=N/NC(=O)CCCC(=O)NC2CCCCC2)cc1
→ -6.9, 1.4, 1.5, 3.7, 5.5, -12.4, -6.4, -5.7, 8.1
[31] COc1ccc(N(C(=O)CNC(=O)c2ccco2)C(C(=O)NCC2CCCO2)c2ccccc2)cc1OC (centres undefined)
→ -7.0, 1.6, -0.2, -1.6, 0.1, -4.1, 7.7, -3.0, -2.8
[32] COc1ccc(-n2nc3c(N4CCC(C(=O)NCc5ccccc5C)CC4)nnc(C)c3c2C)cc1
→ 39.3, 1.3, 6.5, -5.8, -14.8, 1.3, -5.0, -3.2, -1.9
[33] O=C(c1cnn2c(C(F)F)cc(-c3ccccc3)nc12)N1CCCc2ccccc21
→ 15.3, -9.5, -4.5, 3.3, -14.0, 2.6, -9.5, 0.3, 3.8
[34] O=C(COC(=O)c1cc[n+]([O-])cc1)Nc1ccc(Cl)cc1C(F)(F)F
→ -6.2, -5.8, -3.7, -2.9, 7.4, 3.8, -4.7, -1.6, 4.8
[35] O=C(N/N=C/c1cccnc1)c1ccc2c(c1)OCO2
→ -2.6, -6.5, -0.2, 5.3, 8.0, 3.5, 9.6, 5.7, 9.5
[36] O=C(Cc1n[nH]c(=O)c2ccccc12)Nc1cccc(S(=O)(=O)N2CCCC2)c1
→ 7.2, 9.6, -0.8, 2.7, 6.0, 5.4, -8.9, 2.5, 1.2
[37] O=C(O)CCn1ccc2cc(S(=O)(=O)N3CCCCCC3)ccc21
→ 15.6, 0.3, -5.7, 10.2, -7.0, 5.0, -4.2, 1.7, 8.1
[38] COc1ccc(NS(=O)(=O)c2cc(NC(=O)Cn3cnc4c3c(=O)n(C)c(=O)n4C)ccc2C)cc1
→ -8.0, -4.7, 4.3, -5.3, 0.3, -5.4, 10.2, 0.1, 0.0
[39] Cc1c(N=C2NC(=O)/C(=C/c3ccc(O)cc3)S2)c(=O)n(-c2ccccc2)n1C
→ 5.4, 5.9, 6.5, -1.1, 8.2, 4.0, 25.1, 1.2, 14.2
[40] Cc1ccccc1NC(=O)Cc1nc(COC(=O)c2cccc(O)c2)cs1
→ -2.4, 4.1, 5.4, 3.9, ., -9.5, 10.2, -5.6, 6.6
[41] COc1ccc(C2CC(C(F)(F)F)n3nc(C(N)=O)c(Cl)c3N2)cc1OC (centres undefined)
→ 2.1, 1.8, 2.9, 2.5, 4.5, 9.8, 15.7, -0.3, 6.3
[42] CCC(C)(C)NC(=O)C(c1ccc(OC)cc1)N(C(=O)CCC(=O)Nc1cc(C)on1)C(C)(C)C (centres undefined)
→ -1.3, -8.5, 9.6, -5.5, -10.2, 4.1, -19.5, 3.4, 1.4
[43] COc1ccc(NC(=O)CCN2CCN(Cc3ccccc3)CC2)c(OC)c1
→ 25.4, 5.2, 1.8, 8.1, 4.7, 0.2, -10.1, -1.0, 12.9
[44] CNCCC(=O)N1c2ccccc2CCc2ccc(NC(=O)OC)cc21
→ 36.4, -9.5, 2.5, 1.5, 0.8, 0.3, -4.7, -3.2, 10.6
[45] Cc1nc(-c2cccs2)sc1C(=O)O
→ -10.1, -1.5, -0.7, -2.2, -3.1, 2.4, 6.8, -1.4, 0.9
[46] CN(CC(=O)Nc1ccc(Cl)c(C(F)(F)F)c1)C(=O)/C=C/c1cccs1
→ 21.4, -3.4, -1.7, -1.2, ., -5.1, -18.7, -10.7, -4.4
[47] CC(C)CC(NC(=O)c1ccccc1)C(=O)OCC(=O)Nc1ccc(S(N)(=O)=O)cc1 (centres undefined)
→ -5.0, -0.8, 1.4, 3.5, 2.8, 1.6, -5.4, -4.1, -1.1
[48] O=C(Cn1[nH]c(=O)c2ccccc2c1=O)Nc1ccc2c(c1)CCC2
→ 2.1, 10.9, -17.4, 3.9, -11.4, 8.2, -26.9, -2.1, 7.2
[49] Cc1ccc(-n2c(C)nnc2SCC(=O)NNC(=O)c2ccco2)cc1
→ 22.2, -2.6, -0.1, -3.7, 6.6, 1.0, -6.8, -4.6, 4.5
[50] O=C(c1ccccc1)C(C(=O)N1CCCCC1)n1ccccc1=O (centres undefined)
→ 0.4, -1.3, 5.9, 2.3, 0.5, -1.3, 8.6, 3.4, 4.4

Entries of single compounds, looked up by structure:
Entry for COc1ccc(NC(=O)CCN2CCN(Cc3ccccc3)CC2)c(OC)c1 = PREPL inh: 25.4; PAFAH2 inh: 5.2; pPAFAH FP inh: 1.8; PAFAH1B2 FP inh: 8.1; EBNA-1 inhibitor: 4.7; LYPLA2 inh: 0.2; ZTA counter: -10.1; LYPLA1 inh: -1.0; PAFAH1B3 inh: 12.9
Entry for CC1=C(C(=O)OCc2ccccc2)C(c2ccc(C#N)cc2)NC(=O)N1CCCC(=O)O (centres undefined) = PREPL inh: 8.8; PAFAH2 inh: -2.1; pPAFAH FP inh: 3.2; PAFAH1B2 FP inh: 7.7; EBNA-1 inhibitor: 3.1; LYPLA2 inh: -2.6; ZTA counter: 4.6; LYPLA1 inh: -0.9; PAFAH1B3 inh: 1.1

Screening results as filed in PubChem.
